Screening results: PubChem BioAssay, MTDP
RNase H inhibition – RNase H inhibition, HIV 1 Gag Pol polyprotein, FRET biochemical assay, screening (AID 372) | HIV-1 RT RNase H, FRET RNA/DNA substrate fluorescence; higher % means a stronger effect | one-dose inhibition, % at 10 µM; IC50 in µM for titrated hits | hit rate 0.77% among 100,000; in the data active means inhibition above about 50%
* = called active by the depositor.

cpd	Molecule	RNase H inhibition
1	O=C(Cc1ccccc1)Nc1cccc(NC(=O)c2ccc(Cl)cc2Cl)c1	0.0%
2	C=CCNCCCCOc1cccc2ccccc12	18.0%
3	Cc1ccc(C(=O)Nc2ccccc2C(=O)NC(Cc2ccccc2)C(=O)O)cc1 (stereo not drawn)	8.0%
4	NN1C(=O)/C(=C/c2ccc(O)c(Br)c2)SC1=S	20.0%
5	CCCCOC(=O)c1ccc(N2CCOCC2)cc1	8.0%
6	COc1ccc(/C=N/Nc2ncc(Br)cn2)cc1	7.0%
7	Ic1ccccc1OCCOCCN1CCCC1	7.0%
8	Cc1ccc2nc(/N=C(/N)NC(=O)Cc3ccccc3)nc(C)c2c1	19.0%
9	CCC1=NC(c2ccccc2)(c2ccccc2)c2ccccc2O1	0.0%
10	Cc1[nH]c2ccccc2c(=O)c1CN1CCCCC1	2.0%
11	COc1cc(C=O)ccc1OCCCCOc1cc(C)ccc1C	9.0%
12	NC(=O)c1ccccc1NC(=O)C1COc2ccccc2O1 (stereo not drawn)	13.0%
13	Cc1ccc2nc(NC(=O)C3CCCN3C(=O)OC(C)(C)C)sc2c1 (stereo not drawn)	7.0%
14	COc1ccc(C(=O)Nc2cccc(-c3nc4cc(C)c(C)cc4o3)c2)cc1[N+](=O)[O-]	52.0%*
15	Cc1cc(C)c(NC(=O)C(C)Oc2cccc(Cl)c2)c(C)c1 (stereo not drawn)	0.0%
16	O=C(Nc1cc(Oc2cncc(Cl)c2)cc([N+](=O)[O-])c1)c1cc2nc(-c3cccs3)cc(C(F)(F)F)n2n1	13.0%
17	O=C(O)C1CC=CCC1C(=O)Nc1cccc(O)c1 (stereo not drawn)	6.0%
18	COc1cc2c(cc1OC)C(c1cccc(Cl)c1)N(Cc1ccc(N(C)C)cc1)CC2 (stereo not drawn)	17.0%
19	CCOC(=O)C1=C(C)NC(=O)NC1c1ccc(N(C)C)cc1 (stereo not drawn)	6.0%
20	COc1cc(C(=O)Nc2ccc(/C=C/C(=O)c3ccccc3)cc2)cc(OC)c1OC	63.0%*
21	COc1ccccc1C(=O)NC(=S)Nc1ccc(Cl)c(-c2nc3ccccc3o2)c1	22.0%
22	O=C(Nc1ccccc1C(=O)Nc1ccncc1)c1ccccc1	13.0%
23	COc1cccc(C2NC(=O)NC(C)=C2C(=O)OCC(Cl)(Cl)Cl)c1 (stereo not drawn)	7.0%
24	CCOc1ccc(N2C(=O)c3ccccc3C2=O)c(N)c1	1.0%
25	CCc1ccc(/C=C/c2c([N+](=O)[O-])c(=O)n(C)c(=O)n2C)cc1	12.0%
26	COc1ccc(CC(=O)Nc2ccccc2[N+](=O)[O-])cc1OC	11.0%
27	COc1ccc(NC(=O)CCN2C(=O)/C(=C/c3ccc(F)cc3)SC2=S)cc1	14.0%
28	Cc1ccc(NCC(=O)N/N=C\c2cc(Cl)cc(Br)c2O)cc1	7.0%
29	O=C(CCN1CCCC1)NCC1COc2ccccc2O1 (stereo not drawn)	2.0%
30	CCc1cc2c(=O)c(-c3nc4ccccc4s3)coc2cc1OS(C)(=O)=O	9.0%
31	COc1cc(NC(=O)c2ccc(Cl)cc2)c(Cl)cc1NC(=O)c1cccc([N+](=O)[O-])c1	16.0%
32	O=C(COc1ccc(Br)cc1)Nc1ccncc1	12.0%
33	COc1cc(/C=N/NS(=O)(=O)c2ccc3ccccc3c2)ccc1OCCN1CCOCC1	1.0%
34	O=C(Nc1nnc(CCOCCOCCc2nnc(NC(=O)c3ccco3)s2)s1)c1ccco1	9.0%
35	COc1ccc(-c2cc(C(F)(F)F)n3nc(C(=O)OC(C)C)c(Cl)c3n2)cc1	7.0%
36	CCCS(=O)(=O)c1c(S(=O)(=O)CCC)c2ccccn2c1C(=O)c1ccc(F)cc1	4.0%
37	C#CCOc1ccc(/C=C2\C(=O)NC(=O)N(c3ccc(Cl)cc3)C2=O)cc1	4.0%
38	CC1(C)CC(NC(=O)c2sc3cc(Cl)ccc3c2Cl)CC(C)(C)N1	12.0%
39	C=CCn1c(=S)[nH]c2sc3c(c2c1=O)CCC(C)C3 (stereo not drawn)	8.0%
40	O=C1CCCC2=C1C(c1ccc(O)cc1)C1=C(CCCC1=O)N2	10.0%
41	Cc1nc2c(-c3ccccc3)c(C)nn2c(N)c1-c1ccccc1	2.0%
42	O=C(CCCC(=O)Nc1cccc(Br)c1)N/N=C/c1cc([N+](=O)[O-])ccc1O	21.0%
43	NC1=C(Nc2ccccc2)C(=O)c2ccccc2C1=O	15.0%
44	O=C(O)c1coc(CNC(=O)c2cocc2C(=O)O)c1	4.0%
45	Cc1ccccc1C(=O)Nc1ccc(-c2ccc([N+](=O)[O-])cc2)cc1	16.0%
46	CCCCCCCCNc1ccc(NC(=O)C2CCC(C(C)(C)C)CC2)c2c1C(=O)c1ccccc1C2=O (stereo not drawn)	2.0%
47	CCOC(=O)C(N)Cc1ccc(O)c([N+](=O)[O-])c1 (stereo not drawn)	2.0%
48	CCCc1sc(NC(=O)c2ccccc2Cl)nc1-c1ccc(Cl)cc1	12.0%
49	CSc1ccc(/C=N/NC(=O)c2ccccc2I)cc1	5.0%
50	COc1cc(/C=C2/C(C)=C(C#N)c3nc(N)c(C#N)c(C)c32)c([N+](=O)[O-])cc1OC	30.0%
51	COc1ccc(N(CC(=O)Nc2ccc(Cl)cc2)S(=O)(=O)c2ccc(C)cc2)cc1	12.0%
52	O=C(CCCN1C(=O)c2cccc3cccc(c23)C1=O)N1CCN(C/C=C/c2ccccc2)CC1	25.0%
53	O=C(CCN1C(=O)S/C(=C\c2ccccc2)C1=O)N1CCOCC1	10.0%
54	COc1ccc(NC(=O)CN(CCc2ccccc2)S(=O)(=O)c2ccccc2)cc1Cl	14.0%
55	O=C(CCc1ccccc1)Nc1cc([N+](=O)[O-])ccc1F	3.0%
56	COc1ccccc1C(NC(=O)Cc1ccccc1)c1ccc2cccnc2c1O (stereo not drawn)	0.0%

(more compounds)
cpd	Molecule	RNase H inhibition
57	CCCC1=C(C(=O)OCC)C(c2ccc3ccccc3c2)C(C#N)=C(N)O1 (stereo not drawn)	21.0%
58	CN(C)c1ccc(C2/C(=C(\O)c3ccc(F)cc3)C(=O)C(=O)N2CCCCCC(=O)O)cc1 (stereo not drawn)	1.0%
59	C/C(=N\NC(=O)c1cc(-c2ccc3ccccc3c2)n[nH]1)c1ccc(Br)cc1	43.0%
60	O=C1c2cc(Cl)c(Cl)cc2C(=O)N1c1cc(Br)ccc1O	0.0%
61	CC(C)(C)c1ccc(/C=C/C(=O)Nc2ccc([N+](=O)[O-])cc2)cc1	11.0%
62	CCOc1cc(/C=N\n2cnnc2)ccc1OCCOCCOc1ccc(C)cc1	11.0%
63	COc1ccc(C(=O)Nc2ccc(O)c(-c3nc4ccccc4o3)c2)cc1OC	1.0%
64	O=C(Nc1cccc(I)c1)c1ccccc1C(F)(F)F	7.0%
65	COc1cccc(OCCCCCN2CCCCC2)c1	2.0%
66	CC(C)Oc1cccc(C(=O)N2CCc3ccccc32)c1	41.0%
67	O=C(COc1ccc(Cl)cc1)Nc1ccc(I)cc1	6.0%
68	Cc1oc2ccc(OCC(=O)c3ccccc3)cc2c1C(=O)O	17.0%
69	CC(=O)OC[C@H]1O[C@H](OC(C)=O)[C@H](OC(C)=O)[C@@H](OC(=O)COc2ccccc2)[C@@H]1OC(C)=O	7.0%
70	CC1=C(C#N)C(C)C2=C(CC(C)(C)CC2=O)N1 (stereo not drawn)	15.0%
71	O=c1cnnc(N/N=C/C=C/c2ccccc2)[nH]1	9.0%
72	Cc1cc(Cl)ccc1NC(=O)CCCc1ccccc1	14.0%
73	O=c1cc(-c2ccccc2)nc2cc(-c3ccc(Cl)cc3)[nH]n12	4.0%
74	O=C(CSc1nnc(-c2ccc(Cl)cc2)n1-c1ccccc1)N/N=C/c1ccc([N+](=O)[O-])cc1	23.0%
75	CCOc1ccc(NC(=O)Nc2cccc(Cl)c2)cc1	0.0%
76	O=C(c1cccnc1)N1CCN(S(=O)(=O)c2ccc(Cl)cc2)CC1	3.0%
77	COc1ccc(/C(C)=N/NC(=O)c2cc(-c3ccc(OC)cc3)n[nH]2)cc1	9.0%
78	CC(C)C1C(=O)CC(c2ccccc2)NC1c1ccccc1 (stereo not drawn)	11.0%
79	O=C(N/N=C/c1ccccc1O)/C(=C\c1ccc2c(c1)OCO2)NC(=O)c1ccccc1	9.0%
80	Cc1nc2sc3c(c2c(=O)o1)CCCCC3	0.0%
81	Cc1cc(C)nc(Sc2nc(Nc3ccccc3)nc(Sc3nc(C)cc(C)n3)n2)n1	3.0%
82	O=C1CC(NCCc2ccccc2)C(=O)N1c1ccc(Cl)cc1 (stereo not drawn)	3.0%
83	Cc1ccc(CC(C)CC(=O)NCCc2ccc3c(c2)OCO3)cc1 (stereo not drawn)	6.0%
84	O=C(CSCc1ccc(Cl)cc1)Nc1cccc(Br)c1	3.0%
85	CCOc1cc(C2NC(=O)NC(C)=C2C(=O)Nc2ccc(Br)cc2)ccc1O (stereo not drawn)	15.0%
86	COc1ccc(CN2CCN(Cc3cc(OC)ccc3O)CC2)cc1	15.0%
87	CN(C)CCN(C)Cc1ccccc1Br	0.0%
88	O=C(Nc1ccc([N+](=O)[O-])cc1)N1CCc2ccccc21	5.0%
89	C=CCC1NC2(CCCC2)Cc2cc(OC)c(OC)cc21 (stereo not drawn)	0.0%
90	COc1ccc(CCNC(=O)c2ccc([N+](=O)[O-])cc2)cc1	13.0%
91	Cc1ccc(NC(=O)C2C3C=CC(C4CC34)C2C(=O)O)c(C)c1 (stereo not drawn)	0.0%
92	COc1cccc(N2C(=O)C(=O)/C(=C(\O)c3ccccc3)C2c2ccc(O)c(OC)c2)c1 (stereo not drawn)	4.0%
93	CC1=C(C(=O)OC2CCCCC2)C(c2ccc(Cl)c(Cl)c2)NC(=O)N1 (stereo not drawn)	28.0%
94	O=C(NC(=S)Nc1ccc(-c2nc3cc(Cl)ccc3o2)cc1)c1ccco1	9.0%
95	CCOc1cc(OCC)cc(C(=O)Nc2cccc3ccccc23)c1	14.0%
96	Cc1cc(C)c(O)c(N=Cc2cc(Br)cc(Br)c2O)c1	7.0%
97	CCOC(=O)C(O)(CCC(O)(C(=O)OCC)C(=O)OCC)C(=O)OCC	3.0%
98	CC1=CC(=O)C=C/C1=N\OC(=O)c1ccccc1	10.0%
99	Cc1ccc(Cl)c(OC(=O)c2cccs2)c1	6.0%
100	C/C(=N\NC(=O)c1ccc(Br)cc1)c1ccc(F)cc1	5.0%
101	N#C/C(=C(/O)c1ccc(Cl)c([N+](=O)[O-])c1)c1nc2ccccc2s1	0.0%
102	N#C/C(=C\c1ccccc1[N+](=O)[O-])c1nc(-c2cccc([N+](=O)[O-])c2)cs1	16.0%
103	O=C(O)/C=C/C(=O)NNC(=O)c1cccc(Cl)c1	3.0%
104	CCOc1ccc(C=Nc2ccc(C)c(C)c2)cc1	0.0%

Another view of part of the listing above.
#98 CC1=CC(=O)C=C/C1=N\OC(=O)c1ccccc1
- RNase H inhibition = 10.0%
#99 Cc1ccc(Cl)c(OC(=O)c2cccs2)c1
- RNase H inhibition = 6.0%
#102 N#C/C(=C\c1ccccc1[N+](=O)[O-])c1nc(-c2cccc([N+](=O)[O-])c2)cs1
- RNase H inhibition = 16.0%
#103 O=C(O)/C=C/C(=O)NNC(=O)c1cccc(Cl)c1
- RNase H inhibition = 3.0%

Next section:
cpd	Molecule	RNase H inhibition
105	COc1cc(/C=N\n2c(C)nnc2C)cc(Br)c1O	21.0%
106	O=C(Nc1ccccc1Cl)c1ccc2ccccc2n1	4.0%
107	COc1ccc(Cl)cc1N(CC(=O)NCCCC(C)(C)C1OCCO1)S(=O)(=O)c1ccc(C)c([N+](=O)[O-])c1	9.0%
108	COc1ccc2c(c1OC)C(=O)OC2CC(=O)c1ccc(O)c(I)c1 (stereo not drawn)	9.0%
109	COC(=O)c1ccc(NS(=O)(=O)c2ccc(C)cc2)cc1	3.0%
110	NC(=O)c1cccc(N=Cc2cccc(Cl)c2Cl)c1	0.0%
111	CN1C(=O)c2ccc(NCCN3C(=O)c4ccccc4C3=O)cc2C1=O	3.0%
112	O=C(Nc1cccc(O)c1)c1ccc2c(c1)C(=O)N(c1ccccn1)C2=O	6.0%
113	COc1ccc(Nc2nnc(-c3ccc(C(=O)NCCO)cc3)c3ccccc23)cc1	5.0%
114	COc1ccc(C(=O)N2CCN(C3C4CC5CC(C4)CC3C5)CC2)cc1 (stereo not drawn)	0.0%
115	O=C(N/N=C/c1ccc(N2N=C(c3ccc(Cl)cc3)CC2c2ccc(Cl)cc2)cc1)c1cccnc1 (stereo not drawn)	22.0%
116	COc1ccc(NC(=O)c2ccc(OCC(C)C)cc2)cc1Cl	9.0%
117	Cc1ccc2nc(Nc3nc4ccccc4c(=O)[nH]3)nc(C)c2c1	14.0%
118	COc1ccc(-c2cc(-c3ccc(C)cc3)nc(OC)n2)cc1	12.0%
119	COc1ccc2c(c1)CN(c1ccc(C(=O)O)cc1)CO2	7.0%
120	COc1ccc(NC(=O)c2cc(I)cc(I)c2I)c([N+](=O)[O-])c1	20.0%
121	CCCN(CCC)C(=Nc1ccccc1)OC(=O)/C=C/c1ccccc1	19.0%
122	O=C(O)CCCN1C(=O)/C(=C/c2c(F)cccc2Cl)SC1=S	0.0%
123	COC(=O)c1ccccc1NC(=O)CN(c1ccc(Cl)cc1)S(C)(=O)=O	13.0%
124	COc1ccc(Cl)cc1N(S(=O)(=O)c1ccc(NC(C)=O)cc1)S(=O)(=O)c1ccc(NC(C)=O)cc1	26.0%
125	O=C(c1ccc([N+](=O)[O-])cc1)N1CCN(C2CCN(Cc3ccccc3)CC2)CC1	15.0%
126	CCOc1ccc(-c2nc3nc(C)c(Br)cc3[nH]2)cc1	8.0%
127	CCc1c(C)c(C#N)c2nc3ccccc3n2c1-n1ccnc1	1.0%
128	COc1ccc(-c2oc(/N=C/c3ccccc3)c(C#N)c2-c2ccc(OC)cc2)cc1	1.0%
129	COc1ccc(-c2csc(N3N=C(c4ccccc4)/C(=C/c4ccc(OC)c(OC)c4)C3=O)n2)cc1	44.0%

Only part of the results is shown; the hit share may differ from the screen's.
